ROMK mod: ROMK potassium channel modulators, primary screen, cell-based, thallium flux, MLSMR library | B-score at 10 µM | 130,000 tested, 2% active | Tet-inducible ROMK, thallium flux fluorescence; actives lie on both sides | ATP-sensitive inward rectifier potassium channel 1 (Homo sapiens), P48048;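 active = signal ratio slope over the read window, or its plate-corrected B-score, at least 3 SD from the plate mean, either direction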;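 note: B-score of the F/F0 ratio slope over 7 to 12 s after thallium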
Target sequence (P48048 whole entry, looked up): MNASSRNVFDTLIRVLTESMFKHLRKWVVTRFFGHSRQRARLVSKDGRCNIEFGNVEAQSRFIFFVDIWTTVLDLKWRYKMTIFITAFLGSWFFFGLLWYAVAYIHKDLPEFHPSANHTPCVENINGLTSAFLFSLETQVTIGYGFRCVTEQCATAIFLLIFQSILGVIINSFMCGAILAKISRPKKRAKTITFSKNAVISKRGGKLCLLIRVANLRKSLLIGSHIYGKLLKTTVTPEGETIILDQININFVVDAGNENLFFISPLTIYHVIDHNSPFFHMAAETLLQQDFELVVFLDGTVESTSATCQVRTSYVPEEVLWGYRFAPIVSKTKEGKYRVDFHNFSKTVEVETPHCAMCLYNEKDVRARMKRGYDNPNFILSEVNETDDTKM
APP 5'UTR act: activators of APP 5'UTR luciferase reporter, primary screen, SH-SY5Y cells. SH-SY5Y APP 5'UTR luciferase reporter, luminescence; zero percent = DMSO vehicle wells. activation, % at 2 µM. 190,000 tested, 1% active. AID 1276, 2008;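 active = activation above a set limit, based on mean plus 3 SD of controls, cut at about 140% in these data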; note: values of inactives mirror those of a sister screen read the other way
FLuc stim CS: FLuc activators, initial screening, artefact control for FLuc-dependent activation tests, biochemical, ATPlite luminescence | Luciferin 4-monooxygenase (Photinus pyralis), P08659 | ATPlite luciferase biochemical, 10 min; 0 = ATP-free wells, 1 = DMSO control | activation factor at 10 µM | 200,000 tested, under 10 active | AID 1027, 2008;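 active = luciferase activation factor, scaled between plate controls, of at least 2 with compound at 10 µM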
Target sequence (P08659 whole entry, looked up): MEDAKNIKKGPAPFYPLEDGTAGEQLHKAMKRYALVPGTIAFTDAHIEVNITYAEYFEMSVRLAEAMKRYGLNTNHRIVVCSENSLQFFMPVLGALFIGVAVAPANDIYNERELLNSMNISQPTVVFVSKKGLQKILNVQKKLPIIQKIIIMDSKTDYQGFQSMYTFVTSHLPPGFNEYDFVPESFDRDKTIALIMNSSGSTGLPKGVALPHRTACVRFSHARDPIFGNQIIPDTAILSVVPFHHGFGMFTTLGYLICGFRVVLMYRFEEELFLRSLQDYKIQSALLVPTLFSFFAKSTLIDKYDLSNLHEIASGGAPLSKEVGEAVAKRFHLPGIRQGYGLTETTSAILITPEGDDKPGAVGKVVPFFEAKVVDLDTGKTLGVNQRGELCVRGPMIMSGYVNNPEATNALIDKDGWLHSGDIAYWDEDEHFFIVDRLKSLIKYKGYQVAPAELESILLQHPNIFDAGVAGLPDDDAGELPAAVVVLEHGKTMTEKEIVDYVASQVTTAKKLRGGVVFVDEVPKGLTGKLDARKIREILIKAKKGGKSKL
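assay system = Luciferase/luciferin detection reagent, cell-free biochemical luciferase assay | also added = ATP substrate | times = 10 min post-reagent at room temperature | measured by = luminescence from luciferase reaction | measure = luciferase activation, seen as luminescence increase over controls | benchmarks = low control with PBS replacing ATP, high control enzyme plus ATP without compound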
NF-kB expr up: activators of NF-kB expression in neurons, primary screen, cell-based, HTS | fold change at 12.5 µM | human neuronal cells, NF-kB reporter expression; active compounds read high | 190,000 tested, 1.6% active; in the data active = fold change above about 3.3
APP 5UTR inh: inhibitors of APP translation via 5'UTR reporter, primary screen, APP 5'UTR luciferase, SH-SY5Y cells. SH-SY5Y APP 5'UTR-luciferase reporter, luminescence. inhibition, % at 2 µM. 190,000 tested, 0.82% active. AID 1285, 2008;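 active = inhibition above a set limit, derived from the sample mean plus 3 SD, cut at about 45% in these data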; note: values of inactives mirror those of a sister screen read the other way
STAT3 blocker: IL-6 driven STAT3 reporter inhibitors, primary screen, U3A cells, luciferase, luminescence, MLSCN library; inhibition, % at 5.5 µM; 190,000 tested, 0.89% active; IL-6 STAT3-luciferase reporter; host cell line lacks STAT1;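 active = inhibition above the mean inhibition across all screened compounds plus 3 SD, cut at about 44% in these data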;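 note: 0% = DMSO only wells and 100% = 100 µM nifuroxazide control wells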
FLuc inhib CS: firefly luciferase enzyme inhibitors, primary screen, artefact control for luciferase-based inhibitor screens, biochemical, luminescence, ATPLite | Luciferin 4-monooxygenase (Photinus pyralis), P08659 | 10 min | inhibition, % at 10 µM | 200,000 tested, 1.5% active;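 active = inhibition above about 50% when tested at 10 µM, limit read from the data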
STAT1 inh: STAT1 signaling inhibitors, primary screen, cell-based, HTS, luciferase reporter | NIH 3T3 STAT1-luciferase reporter, IFN-gamma, luminescence | inhibition, % at 5.5 µM | AID 920, 2007 | 200,000 tested, 0.35% active;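 active = inhibition above a set limit, the mean inhibition across all tested compounds plus 3 SD, cut at about 34% in these data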;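 note: 0% = IFN-gamma with DMSO and 100% = IFN-gamma with 300 µM nifuroxazide; values of inactives mirror those of a sister screen read the other way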
STAT3 act: IL-6 driven STAT3 reporter potentiators, primary screen, U3A cells, luciferase, luminescence, MLSCN library. 190,000 tested, 0.91% active. IL-6 STAT3-luciferase reporter; 100% = signal with IL-6 EC80 alone. activation (% of control), % at 5.6 µM;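 active = activation above the screen-wide mean of compound activation plus 3 SD, cut at about 130% in these data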;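 note: 0% = background luminescence of wells with medium and substrate only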
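Material: human U3A cells carrying STAT3-luciferase construct. Measured by: reporter luminescence signal. Timing: compound 1 h, then IL-6 6 h at 37 °C.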
STAT1 activator: STAT1 signaling activators, primary screen, cell-based, HTS, luciferase reporter. NIH 3T3 STAT1-luciferase reporter, IFN-gamma, luminescence; 100% = IFN-gamma alone, no compound. activation (% of control), % at 5.5 µM. AID 932, 2007. 200,000 tested, 2.6% active;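 active = activation above the screen-wide mean activation plus 3 SD, cut at about 130% in these data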;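 note: raw ratio to IFN-gamma control signal so 100% means no change and 0% no light; values of inactives mirror those of a sister screen read the other way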
* marks the source's active call; other numbers are inactive results; . = not tested or not shown.

SMILES | ROMK mod | APP 5'UTR act | FLuc stim CS | NF-kB expr up | APP 5UTR inh | STAT3 blocker | FLuc inhib CS | STAT1 inh | STAT3 act | STAT1 activator
O=C(c1cc2n(n1)C(C(F)(F)F)CC(c1ccco1)N2)N1CCN(c2ccccn2)CC1 (stereo unspecified) | -0.32 | 30 | 1.1 | 1.6 | -4 | 9 | -8 | 4 | 98 | 95
CCCC(=O)Nc1cc(-c2nnc(OC)c3ccccc23)ccc1N1CCOCC1 | . | 10 | . | . | -10 | 4 | . | 3 | 100 | 97
COc1cc2c(cc1NC(=O)c1cccc(F)c1)CCCC2 | 0.15 | 7 | 1 | 1.6 | -7 | -1 | 0 | 3 | 105 | 97
CC(C)c1ccc(N2C(=O)CC(Sc3ncn[nH]3)C2=O)cc1 (stereo unspecified) | -1.1 | 5 | 1 | 0.87 | -4 | 6 | 1 | 9 | 95 | 92
COc1ccc(/C=C/C(=O)c2ccncc2)c2ccccc12 | -1.1 | -11 | 1 | 1.1 | 11 | -4 | -3 | -1 | 104 | 100
COc1ccc(NC(=O)COC(=O)c2ncc(Cl)c(Cl)c2Cl)c(OC)c1 | -0.72 | 8 | 1 | 1.4 | -8 | -6 | -2 | 3 | 102 | 98
COc1ccc(-c2nc(C#N)c(NCCCn3ccnc3)o2)cc1OC | 0.11 | 19 | 0.9 | 1.4 | -19 | -10 | 7 | -3 | 108 | 103
O=C(CCSCc1cccc(Cl)c1)NC1CCCC1 | -0.4 | 6 | 1 | 1.2 | -6 | 1 | 4 | 0 | 102 | 100
COc1cc(C(=O)Nc2nc3ccc(S(=O)(=O)N4CCOCC4)cc3s2)cc(OC)c1OC | . | 13 | 1.1 | 0.48 | -13 | 7 | -6 | -1 | 98 | 101
O=C(NC(=S)NCCc1ccccc1)c1ccccc1 | 0.89 | 24 | 1 | 2.6 | -24 | -19 | -4 | -18 | 119 | 116
CCC(C)(C)n1nnnc1CN(Cc1cc2cc(OC)c(OC)cc2[nH]c1=O)C1CCCC1 | . | -1 | 1 | 0.9 | 2 | 5 | 0 | 1 | 102 | 99
O=C(c1cccc(C(=O)N(c2ccccn2)C2CCCCC2)c1)N(c1ccccn1)C1CCCCC1 | -0.4 | -2 | 1 | 0.93 | 2 | 9 | 1 | -1 | 99 | 99
Cn1c(CSCc2ccc(F)cc2)nnc1SCC(=O)Nc1nccs1 | -2.1 | -23 | 1.1 | 0.83 | 23 | 24 | -6 | 3 | 82 | 97
CCN(CCCNC(=O)C1CCN(S(=O)(=O)c2c(C)[nH]c(=O)[nH]c2=O)CC1)c1cccc(C)c1 | -1.1 | -4 | 1.1 | 1 | 4 | -8 | -7 | 2 | 106 | 107
COC(=O)c1c(-c2cccc3ccccc23)csc1NC(=O)Cc1ccc(OC)c(OC)c1 | -0.65 | -17 | 1.1 | 0.37 | 17 | 12 | -5 | 7 | 96 | 94
CCC(C)(C)N1CC(=O)N(Cc2ccccc2)C(c2ccc(OC)cc2)C1=O (stereo unspecified) | . | -11 | 1.1 | 0.82 | 11 | 9 | -5 | 9 | 95 | 92
C=CCOc1c(CNc2ncn[nH]2)cccc1OC | . | 12 | 1.1 | 0.86 | -12 | 6 | -7 | 5 | 98 | 95
CCN(CCO)c1ncnc2c1sc1nc(C(C)C)c3c(c12)CC(C)(C)OC3 | 0.53 | -7 | 1 | 0.5 | 7 | -8 | -2 | -6 | 108 | 106
Oc1c(C(c2ccccn2)N2CCOCC2)ccc2cccnc12 (stereo unspecified) | 0.5 | -11 | 1 | 0.98 | 11 | 5 | 1 | -13 | 99 | 112
O=C(CSc1nnc(-c2ccccc2)n1CC1CCCO1)N1CCCC1 (stereo unspecified) | -0.38 | 0 | 1 | 0.87 | 0 | 7 | -3 | -2 | 96 | 100
CCC(C)(C)n1nnnc1C(c1ccccc1)N1CCN(C2CCCC2)CC1 (stereo unspecified) | . | -15 | 1.1 | 1.1 | 15 | -4 | -8 | -8 | 104 | 108
COc1ccccc1N1CCN(CC(=O)c2ccc3ccn(C(C)=O)c3c2)CC1 | . | -14 | 1 | 1 | 14 | -23 | -1 | 5 | 127 | 96
COc1ccc(-c2nc(CS(=O)(=O)CC(=O)NCCc3cc(OC)ccc3OC)c(C)o2)cc1 | 1.5 | 9 | 1 | 1 | -9 | 0 | -2 | 5 | 102 | 95
CCOc1ccccc1C1CC(=O)Nc2cc3c(cc21)OCO3 (stereo unspecified) | 2 | -90 | 1.1 | 2.2 | 90* | 9 | -7 | 4 | 94 | 96
Cn1c(SCC(=O)N2c3ccccc3Sc3ccccc32)nc2ccccc21 | 0.29 | . | 1.1 | 1.1 | . | 2 | -8 | 12 | 98 | 89

Complete entries from above:
Listed for CCCC(=O)Nc1cc(-c2nnc(OC)c3ccccc23)ccc1N1CCOCC1 → ROMK mod: .; APP 5'UTR act: 10; FLuc stim CS: .; NF-kB expr up: .; APP 5UTR inh: -10; STAT3 blocker: 4; FLuc inhib CS: .; STAT1 inh: 3; STAT3 act: 100; STAT1 activator: 97
Listed for CC(C)c1ccc(N2C(=O)CC(Sc3ncn[nH]3)C2=O)cc1 (stereo unspecified) → ROMK mod: -1.1; APP 5'UTR act: 5; FLuc stim CS: 1; NF-kB expr up: 0.87; APP 5UTR inh: -4; STAT3 blocker: 6; FLuc inhib CS: 1; STAT1 inh: 9; STAT3 act: 95; STAT1 activator: 92
Listed for CCN(CCO)c1ncnc2c1sc1nc(C(C)C)c3c(c12)CC(C)(C)OC3 → ROMK mod: 0.53; APP 5'UTR act: -7; FLuc stim CS: 1; NF-kB expr up: 0.5; APP 5UTR inh: 7; STAT3 blocker: -8; FLuc inhib CS: -2; STAT1 inh: -6; STAT3 act: 108; STAT1 activator: 106

Structures above that contain fluorine (3):
SMILES | ROMK mod | APP 5'UTR act | FLuc stim CS | NF-kB expr up | APP 5UTR inh | STAT3 blocker | FLuc inhib CS | STAT1 inh | STAT3 act | STAT1 activator
O=C(c1cc2n(n1)C(C(F)(F)F)CC(c1ccco1)N2)N1CCN(c2ccccn2)CC1 (stereo unspecified) | -0.32 | 30 | 1.1 | 1.6 | -4 | 9 | -8 | 4 | 98 | 95
COc1cc2c(cc1NC(=O)c1cccc(F)c1)CCCC2 | 0.15 | 7 | 1 | 1.6 | -7 | -1 | 0 | 3 | 105 | 97
Cn1c(CSCc2ccc(F)cc2)nnc1SCC(=O)Nc1nccs1 | -2.1 | -23 | 1.1 | 0.83 | 23 | 24 | -6 | 3 | 82 | 97

(more compounds)
SMILES | ROMK mod | APP 5'UTR act | FLuc stim CS | NF-kB expr up | APP 5UTR inh | STAT3 blocker | FLuc inhib CS | STAT1 inh | STAT3 act | STAT1 activator
CC(C)(C)C(=O)NCCN1C(=O)S/C(=C\c2ccc([N+](=O)[O-])cc2)C1=O | . | 10 | 1 | 1.5 | -10 | -7 | -2 | -1 | 106 | 101
CCN(C(=O)CSc1nnc(-c2ccncc2)n1Cc1ccccc1)C1CCS(=O)(=O)C1 (stereo unspecified) | -0.03 | 13 | 1 | 1 | -13 | -6 | -2 | -10 | 106 | 109
O=c1oc2cc(O)ccc2cc1-c1nc2c(s1)CCc1ccccc1-2 | . | 4 | 1 | 0.86 | -4 | 8 | -3 | 1 | 97 | 99
COc1ccc(/C=C/CN2CCCC(C(=O)c3ccc(OC)c(F)c3)C2)cc1 (stereo unspecified) | -0.2 | 2 | 1 | 1 | -2 | -2 | -4 | 5 | 113 | 95
Cc1ccc(C2=NN=C(NC(=O)C(F)(F)F)SC2)cc1 | 0.59 | 48 | 0.7 | 4.3* | -48 | 29 | 34 | -6 | 78 | 104
C=CCN1C(=O)/C(=C2/Sc3ccc(OC)cc3N2C)SC1=Nc1ccccc1 | 0.22 | 1 | 1 | 1.3 | -1 | 7 | -4 | -12 | 98 | 109
CCOC(=O)c1c(NC(=O)CN2C(=O)NC(C)(c3ccc(OC(F)F)cc3)C2=O)sc(C)c1C (stereo unspecified) | 0.51 | -7 | 1.2 | 0.78 | 7 | -6 | -18 | -3 | 103 | 105
O=C(Nc1ccc(C(=O)N2CCOCC2)cc1)c1cc(-c2cccnc2)nc2ccc(Cl)cc12 | 0.73 | -3 | 1.1 | 0.45 | 3 | 3 | -7 | -6 | 102 | 103
COc1cccc(NC(=O)C2C3CC4OC(=O)C2C4C3)c1 (stereo unspecified) | . | -1 | 1 | 1.3 | 1 | 1 | -5 | -2 | 103 | 102
COc1cc(-c2nc3ccccc3s2)ccc1O | -1.9 | 48 | 0.8 | 2.7 | -48 | -48 | 23 | -4 | 141* | 104
c1cncc(COC2CCCN(Cc3nc(-c4cccs4)no3)C2)c1 (stereo unspecified) | 0.2 | -1 | 1 | 0.93 | 1 | -7 | -4 | -2 | 112 | 100
CCOC(=O)c1ccc(CNC(=O)Cn2nnc(-c3ccc(C)cc3)n2)o1 | . | 8 | 1.1 | 1.2 | -8 | -1 | -7 | 3 | 101 | 97
CC(=O)N1CCN(C(=S)NC(=O)C23CC4CC(CC(C4)C2)C3)CC1 | -0.46 | 20 | 1.1 | 1.3 | -20 | 11 | -7 | -1 | 97 | 100
O=C(O)c1ccc(CNCc2cccc(Cl)c2Cl)cc1 | . | 14 | 1.1 | 1.1 | -14 | 1 | -5 | 1 | 105 | 99
CC(C)OCCCN1C(=O)c2[nH]nc(-c3ccccc3O)c2C1c1cccc(Cl)c1 (stereo unspecified) | . | 0 | 1.1 | 0.67 | 0 | 9 | -7 | 4 | 95 | 96
CCn1c(-c2ccccc2)ccc(C#N)c1=O | . | -13 | 1.1 | 1.2 | 13 | -8 | -6 | -2 | 115 | 102
CCN(CC)Cc1nc2c(c(=O)[nH]1)C1(CCCCC1)Cc1ccccc1-2 | . | 4 | 1.1 | 0.82 | -4 | -3 | -9 | 4 | 102 | 96
O=C(CSc1nc2c(c(=O)n1-c1ccc(Cl)cc1)SCC2)NCc1ccco1 | . | -9 | 1.1 | 1.2 | 9 | 6 | -7 | 7 | 100 | 95
O=C(CN1C(=O)CCC1=O)Nc1nc(-c2nc3ccccc3s2)cs1 | . | 52 | 0.7 | 1.2 | -52 | 0 | 34 | -32 | 100 | 131*
CN(C)S(=O)(=O)c1ccc2c(c1)c(=O)c(C(=O)N1CCN(c3ccccn3)CC1)cn2C | . | 2 | 1 | 1.2 | -2 | 12 | 1 | -10 | 98 | 109

Bioassay records deposited in PubChem BioAssay by several laboratories.

Rows are unselected; 7.1% or so of the library scored in one or more.
